Screening data deposited in PubChem by National Center for Advancing Translational Sciences (NCATS).
AMA1 RON2 block – disrupts binding of P. falciparum AMA1 to RON2. AID 720542. 360,000 tested, 0.2% active. AlphaScreen AMA1-biotinylated RON2 peptide binding. Potency, µM (highest dose often 58.2 µM), for the others: top-dose activity change, negative = inhibition, hits mostly inhibitors;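 further: potency means the concentration at half of the fitted maximal effect; 0% = vehicle wells and -100% = peptide control; nearly all actives have a fitted effect of over 45% in size; some results filed as inactive show a strong effect at the top dose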
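AMA1 (3D7) with his tag at 25 nM final met compounds first, then biotinylated RON2 peptide at 25 nM; detection used donor plus acceptor beads, 10 µg/mL apiece, read by AlphaScreen after 30 min at room temperature.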
HCMV antiviral – human cytomegalovirus inhibition; 410,000 tested, 4.5% active; HFF cells, HCMV-luciferase reporter, 72 h; stronger effect = lower value; activity change, negative = inhibition, % at 57.5 µM; in the data active means activity change below about -60%; inconclusive means no clear call, values can overlap the other calls; inactive means above about -39%
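Steps: HFFs plated, 16 h 37C; compounds added; HCMV-luciferase added to MOI 1 PFU/cell; 72 h 37C; OneGlo reagent, 5 min room temperature; luminescence read, normalized to controls.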
LmPK inh – blocks Leishmania mexicana pyruvate kinase activity; purified LmPK, Kinase-Glo ATP luminescence, 1 h; Q27686; 290,000 tested, 0.37% active; Potency, µM (titrated, usually from 57.5 µM), for the others: at the top dose activity change, negative = inhibition, usual class: inhibitors; AID 1721; further: potency means the concentration at half of the fitted maximal effect
Target sequence (Q27686 whole entry, looked up): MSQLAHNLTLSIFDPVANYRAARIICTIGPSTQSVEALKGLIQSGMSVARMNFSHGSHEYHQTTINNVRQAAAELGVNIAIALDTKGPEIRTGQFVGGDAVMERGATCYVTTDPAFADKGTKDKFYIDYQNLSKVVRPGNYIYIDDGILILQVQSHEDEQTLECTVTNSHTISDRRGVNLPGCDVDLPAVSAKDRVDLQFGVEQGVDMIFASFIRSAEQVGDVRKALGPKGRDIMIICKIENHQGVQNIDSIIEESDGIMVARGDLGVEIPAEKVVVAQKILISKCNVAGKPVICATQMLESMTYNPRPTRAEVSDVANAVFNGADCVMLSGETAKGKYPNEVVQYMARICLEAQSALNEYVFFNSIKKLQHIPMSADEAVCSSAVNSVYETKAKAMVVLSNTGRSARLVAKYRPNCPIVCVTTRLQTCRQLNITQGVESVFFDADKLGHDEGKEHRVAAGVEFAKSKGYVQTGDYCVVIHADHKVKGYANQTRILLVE
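0.1 nM LmPK, 0.5 mM PEP, 0.1 mM ADP; 50 mM imidazole pH 7.2, 7 mM MgCl2, 50 mM KCl; 1 h RT. Kinase-Glo luminescence readout, normalized to no-enzyme (full inhibition) and uninhibited wells.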
TbPYK inhibitor – blocks Trypanosoma brucei pyruvate kinase; Q57TT1; TbPYK enzyme, Kinase-Glo Plus ATP luminescence, 45 min; 410,000 tested, 0.12% active; AID 624173; Potency, µM (highest dose often 76.8 µM), without a hit: at the top dose activity, negative = inhibition, actives largely listed as inhibitors; further: potency means the concentration at half of the fitted maximal effect; nearly all actives have a fitted effect of over 50% in size
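Quantitative HTS: titrated library compounds versus trypanosomal pyruvate kinase in TEA buffer (pH 7.2) containing KCl, MgCl2, BSA and Tween-20. Reactions were initiated with ADP, 130 uM final. Kinase-Glo Plus luminescence was read after 45 min at RT.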
AmpC detergent – blocks E. coli AmpC beta-lactamase in detergent assay. Potency, µM (series often up to 114 µM), for inactives: at the highest dose activity change, negative = inhibition, usual class: inhibitors. AID 485294. P00811. AmpC hydrolysis of nitrocefin, absorbance 480 nm, 0.01% Triton. 370,000 tested, 0.041% active;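 further: potency means the concentration at half of the fitted maximal effect; 0% = no-compound wells and -100% = no-enzyme wells; nearly all actives have a fitted effect of over 25% in size; some results filed as inactive show a strong effect at the top dose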
Target sequence (P00811 whole entry, looked up): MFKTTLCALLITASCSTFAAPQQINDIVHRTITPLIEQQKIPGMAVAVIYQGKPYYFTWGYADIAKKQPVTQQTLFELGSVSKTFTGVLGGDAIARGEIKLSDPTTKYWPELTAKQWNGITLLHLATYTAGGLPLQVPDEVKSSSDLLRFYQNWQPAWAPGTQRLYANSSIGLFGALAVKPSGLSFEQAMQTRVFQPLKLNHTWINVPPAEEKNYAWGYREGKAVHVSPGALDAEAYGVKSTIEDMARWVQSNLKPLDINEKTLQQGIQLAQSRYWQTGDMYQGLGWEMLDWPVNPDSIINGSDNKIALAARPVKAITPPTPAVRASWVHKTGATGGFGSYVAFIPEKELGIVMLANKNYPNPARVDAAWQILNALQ
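AmpC (5.3 nM in the dispensed reagent) in 20 mM phosphate pH 7.0 with 0.01% (detergent screen) or 0.0001% Triton X-100 was preincubated with compounds for 15 min at room temperature. Nitrocefin was then added from an 800 uM solution, and hydrolysis was followed at 480 nm.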
HCV inh – inhibitors of hepatitis C virus infection | Huh7.5.1 HCVcc-Cre infection, luciferase reporter, 44 h | Potency, µM (highest dose often 41.8 µM), without a hit: at the highest dose activity change, negative = inhibition, most hits filed as inhibitors | 340,000 tested, 3.4% active; further: potency means the concentration at half of the fitted maximal effect
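Whole-lifecycle infectious HCVcc-Cre system; cells 1,000/well, compound then virus (~0.5 moi) added 4 h after plating, 44 h culture. Luciferase read 15 sec following 15 min substrate incubation, room temp.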
AmpC inh no detg – inhibitors of E. coli AmpC beta-lactamase without detergent; 330,000 tested, 0.52% active; P00811; Potency, µM (highest dose often 57.1 µM), inactives show at the top dose activity change, negative = inhibition, usual class: inhibitors; AmpC nitrocefin hydrolysis, absorbance 480 nm, 0.0001% Triton;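 further: potency means the concentration at half of the fitted maximal effect; plate controls were no compound for no effect and no enzyme for full effect; nearly all actives have a fitted effect of over 20% in size; some results filed as inactive show a strong effect at the top dose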
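AmpC (5.3 nM in the dispensed reagent) in 20 mM phosphate pH 7.0 with 0.01% (detergent screen) or 0.0001% Triton X-100 was preincubated with compounds for 15 min at room temperature. Nitrocefin was then added from an 800 uM solution, and hydrolysis was followed at 480 nm.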
The depositor's hits bear a star; ? = inconclusive; · = not tested or not shown; & = joins results of further samples; [ ] = dose if it differs, or a comment. Unless noted, the call rests on the fitted dose curve; in most records, active means well fitted curve in the direction sought with a large enough effect; inconclusive means small, poorly fitted or top-dose-only effect, or another doubt; inactive means no such curve, though single readings can be large; an effect the other way counts as inactive or inconclusive. Unless noted, on the % scale 0 is the no-effect control and ±100 the full control effect.

SMILES	AMA1 RON2 block	HCMV antiviral	LmPK inh	TbPYK inhibitor	AmpC detergent	HCV inh	AmpC inh no detg
Cc1ccc(S(=O)(=O)Cc2ccc(C(=O)N3CCC4(CC3)OCCO4)o2)cc1	-7%	91	4%	4%	-10%	4%	-4%
Cc1ccc(NC(=O)CN(C)CC(=O)Nc2ccc(N3CCOCC3)cc2)c([N+](=O)[O-])c1	42%[activator]	20	-5%	-3%	?	-9%	2%
Cc1ccc(N2CC(C(=O)OCC(=O)NNC(=O)c3ccccc3)CC2=O)cc1 (stereo not drawn)	24%	-13	·	-9%	-15%	0%	-12%
C/C(=C\c1ccccc1)CN1CCN(c2ccccc2F)CC1	2%	-3	-7%	14%	-7%	13%	·
Cc1ccc(CON=C2CCN(c3ncc(C(F)(F)F)cc3Cl)CC2)cc1	?	?	-3%	-5%	-8%	9%	-14%
Cc1ccc(C)c(NC(=O)CCC(=O)NNC(=O)c2cccs2)c1	22%	0	-1%	-3%	3%	13%	3%
CCN(CCNC(=O)c1cc(C)nn1-c1ccccc1)c1ccccc1	-8%	-30	2%	2%	?	?	1%
CN1CCN(C(=O)c2ccc3c(=O)n(Cc4ccco4)c(=S)[nH]c3c2)CC1	26%	-4	-2%	-12%	?	-15%	-14%
CN1CCN(NC(=O)CN2C(=O)/C(=C/c3ccccc3F)SC2=S)CC1	·	58	0%	·	-7%	6%	-1%
Cc1cc(-c2csc(NC(=O)c3ccc(S(=O)(=O)N(C)C)cc3)n2)c(C)n1-c1ccccc1	16%	-25	2%	-2%	-6%	?	-28%
Brc1ccc(CSc2ccc3nnc(-c4ccccn4)n3n2)cc1	-17%	50	16%	2%	?	-17%	49%
CCCCNC(=O)c1cccc(-n2c(C)nc3cccnc32)c1	·	0	·	0%[15.4 µM]	14%	·	·
CCC1Sc2ccc(S(=O)(=O)CCC(=O)Nc3ccc(OC(F)(F)F)cc3)cc2NC1=O (stereo not drawn)	-4%	22	5%	6%	-5%	-19%	-48%
O=C(CN1CCN(S(=O)(=O)c2ccc(Br)s2)CC1)N1CCc2ccccc21	7%	-16	·	2%	·	·	·
Cc1ccc(S(=O)(=O)N2CCC(C(N)=O)CC2)c(C)c1C	26%	36	0%	26%	8%	4%	·
CC(C(C(=O)N1CCCCC1)N1CCCCC1)N1CCCCC1 (stereo not drawn)	7%	-14	·	-1%	·	3%	·
Nc1ccccc1-c1nnc(-c2ccc(-c3ccccc3)cc2)o1	12%	109	-12%	-11%	-2%	-19%	-11%
Cc1ccc(N2CC(C(=O)NCc3cccs3)CC2=O)cc1C (stereo not drawn)	0%	12	4%	4%	-5%	8%	-34%
C=C(Cl)COc1ccc2c(CCC)cc(=O)oc2c1	20%	-30	-2%	-4%	1%	10µM*	-7%
COc1ccc(CC(=O)NCCCc2ccccc2)cc1OC	1%	7	-4%	-7%	-11%	-26%	1%
Cc1cc(=O)[nH]c(SCC(=O)Nc2cccc(S(=O)(=O)N3CCOCC3)c2)n1	13%	-13	·	3%	-4%	0%	-5%
Cc1ccc(OCC(=O)c2cc(C)n(Cc3ccco3)c2C)c([N+](=O)[O-])n1	?	-79*	4%	-10%	3%	-7%	-4%
CN(CC(=O)Nc1ccc(N2CCOCC2)cc1)C(=O)CCc1ccccc1Cl	7%	-20	·	-1%	-19%	-26%	22%
CCOc1cc(-c2sc(Nc3ccccc3)n[n+]2-c2ccc(F)cc2)ccc1OC	-9%	-16	-4%	-19%	?	3%	-42%
Cc1ccc(F)cc1-c1nc(NCC2CC2)nc2ccsc12	80%[activator]	-20	·	2%	·	·	·

Single records, as listed above. Order of screens: AMA1 RON2 block	HCMV antiviral	LmPK inh	TbPYK inhibitor	AmpC detergent	HCV inh	AmpC inh no detg
CCN(CCNC(=O)c1cc(C)nn1-c1ccccc1)c1ccccc1 in the list: -8%	-30	2%	2%	?	?	1%
CCC1Sc2ccc(S(=O)(=O)CCC(=O)Nc3ccc(OC(F)(F)F)cc3)cc2NC1=O (stereo not drawn) in the list: -4%	22	5%	6%	-5%	-19%	-48%
Cc1cc(=O)[nH]c(SCC(=O)Nc2cccc(S(=O)(=O)N3CCOCC3)c2)n1 in the list: 13%	-13	·	3%	-4%	0%	-5%
Cc1cc(-c2csc(NC(=O)c3ccc(S(=O)(=O)N(C)C)cc3)n2)c(C)n1-c1ccccc1 in the list: 16%	-25	2%	-2%	-6%	?	-28%
CCOc1cc(-c2sc(Nc3ccccc3)n[n+]2-c2ccc(F)cc2)ccc1OC in the list: -9%	-16	-4%	-19%	?	3%	-42%

(more compounds)
SMILES	AMA1 RON2 block	HCMV antiviral	LmPK inh	TbPYK inhibitor	AmpC detergent	HCV inh	AmpC inh no detg
CCC1CCc2c(sc(NC(=O)CSc3nc(-c4ccco4)cc(C(F)(F)F)n3)c2C#N)C1 (stereo not drawn)	-12%	18	0%	-11%	-7%	-20%	?
COc1cccc(C2CC(=O)Nc3cc4c(cc32)OCO4)c1OC(C)C (stereo not drawn)	·	?	·	-17%	10%	·	·
Cc1nc2nc(CCc3ccccc3)nn2c(C)c1Cl	0%	-10	2%	1%	-12%	-16%	-1%
Cc1c(N)cccc1[N+](=O)[O-]	8%	-18	·	-3%	8%	?	-6%
Cn1cnnc1SCC(=O)NC1CCCN(Cc2ccccc2F)C1 (stereo not drawn)	15%	-18	5%	-23%	-7%	2%	-18%
CC(C)[C@H](NC(=O)c1ccccc1F)C(=O)NCc1ccc(S(N)(=O)=O)cc1	-1%	4	0%	-5%	-10%	-12%	-12%
COc1ccccc1N1C(=O)CC(Sc2ccccc2N)C1=O (stereo not drawn)	9%	16	2%	6%	1%	-13%	-23%
CN(C(=O)c1cccc(NC(=O)Cc2ccc(NC(=O)C3CCCN(C(=O)CCc4ccccc4)C3)cc2)c1)C1CC1 (stereo not drawn)	2%	10	·	-3%	·	-2%[8.37 µM]	·
CC(C)(C)Nc1nc2nonc2nc1NC(C)(C)C	7%	-24	3%	-18%	-2%	?	-22%
c1ccc(-c2noc(CC3CCCCC3)n2)cc1	8%	?	-5%	-1%	4%	12%	-11%[2.29 µM]
COc1ccc(N=CC2=C(O)CC(C)(C)CC2=O)cc1OC	6%	11	0%	-13%	-2%	13%	13%
O=C(COC(=O)C1(c2ccc(F)cc2)CCCC1)NC1CC1	14%	5	9%	4%	1%	10%	-3%
COC(=O)[C@@H]1C[C@H]2CC[C@H](O)C[C@H]2N1Cc1ccc(C(C)(C)C)cc1	0%	-19	1%	8%	0%	40%[activator][8.37 µM]	83%[activator]
Cc1ccc(CC2C(=O)N(c3ccccc3)C(=O)C2C)cc1 (stereo not drawn)	0%	-7	-4%	-6%	-17%	13%	-19%
CCc1cc2c(N[C@@H](Cc3c[nH]c4ccccc34)C(=O)O)ncnc2s1	14%	44	-11%	1%	1%	-1%	-14%
CCn1c(=O)cc(SCC(=O)Nc2ccc3c(c2)OCCO3)c2ccccc21	-14%	12	-2%	-2%	-3%	?	18%
CCN(CC)C(=O)CSc1nnc(COc2ccccc2)n1N	9%	-33	0%	-19%	5%	26%	-11%
CCN1CCN(Cc2ccc(C(=O)Nc3ccc(C)c(NCc4cnc(NC(=O)OC)cn4)c3)cc2C(F)(F)F)CC1	-19%&4%	21&-13	-3%	-2%&-1%	-14%	?	136%[activator]
CC(=O)N1c2ccc(S(=O)(=O)N3CCC(C(=O)NCc4ccc(N(C)C)cc4)CC3)cc2CC1C (stereo not drawn)	-9%	-33	6%	-9%	-6%	?	7%
CCOC(=O)[C@]12CCC=C1N(Cc1ccc3c(c1)OCO3)C(=O)[C@H](CC(=O)NCCC(C)C)C2	-8%	1	·	2%	·	·	·
CCOc1ccc(C(=O)N/N=C/c2ccc(-c3ccc(S(=O)(=O)Nc4ncccn4)cc3)o2)cc1	33%[activator]	2	8%	-6%	2%	?	-13%
Cc1cc(C(=O)N/N=C/c2ccc(-c3ccc([N+](=O)[O-])cc3C)o2)n[nH]1	22%	-15	0%	1%	-10%	?	-36%
CCCCC1(CC)COP(=O)(OCC(Cl)(Cl)Cl)OC1 (stereo not drawn)	3%	-24	·	-1%	·	-10%	·
CN1OC[C@@H]2CN[C@H](c3cccc(-c4ccc(C#N)cc4)c3)C[C@@H]21	7%	-23	·	-8%	·	-21%	·
COc1ccc(NC(=O)C2CC(=O)n3c(nc4ccccc43)N2)cc1 (stereo not drawn)	1%	-16	6%	5%	2%	-9%	-13%
CC1=C(C(=O)N(C)C)CC(CC(=O)NCc2cccs2)C(=O)N1Cc1ccc(C(C)(C)C)cc1 (stereo not drawn)	2%	-3	·	1%	·	·	·

Shown with two lines to a compound: part of the list above
Results follow in this order: AMA1 RON2 block	HCMV antiviral	LmPK inh	TbPYK inhibitor	AmpC detergent	HCV inh	AmpC inh no detg
> Cc1cc(C(=O)N/N=C/c2ccc(-c3ccc([N+](=O)[O-])cc3C)o2)n[nH]1
  22%	-15	0%	1%	-10%	?	-36%
> CN1CCN(NC(=O)CN2C(=O)/C(=C/c3ccccc3F)SC2=S)CC1
  ·	58	0%	·	-7%	6%	-1%
> CCC1CCc2c(sc(NC(=O)CSc3nc(-c4ccco4)cc(C(F)(F)F)n3)c2C#N)C1 (stereo not drawn)
  -12%	18	0%	-11%	-7%	-20%	?
> CCN1CCN(Cc2ccc(C(=O)Nc3ccc(C)c(NCc4cnc(NC(=O)OC)cn4)c3)cc2C(F)(F)F)CC1
  -19%&4%	21&-13	-3%	-2%&-1%	-14%	?	136%[activator]
